Source: PubChem
PGC1a acetyl inh: inhibitors of PGC1a acetylation signal, primary screen, cell-based, U2OS, AlphaScreen, inhibitor mode; AlphaScreen anti-acetyl-lysine; with virally co-expressed GCN5 acetyltransferase; inhibition, % at 15.6 µM; 350,000 compounds, 0.17% hits;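 active means every replicate shows inhibition of at least 40%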;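 further: 0% = neutral control wells and 100% = positive control wells; some results beyond the cut were filed as inactive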
LGR2 inh: inhibitors of bursicon-induced LGR2 CRE-luciferase signal, primary screen, cell-based, HEK293, CRE-luciferase reporter, bursicon stimulation; inhibition, % at 9.99 µM; Drosophila bursicon receptor LGR2 (rickets); AID 720647, 2013; bursicon-stimulated, 4 h; 380,000 compounds, 0.35% hits;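 active means drop in luminescence signal, shown as inhibition above about 50% in the replicate tests, limit read from the data, passing the limit was not always enough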;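 further: agonist challenge used bursicon conditioned medium at about half maximal strength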
GSIS activator: GLuc luminescence reporter in INS-1E cells, primary screen for activators of glucose-dependent secretion of insulin; INS-1E GLuc reporter insulin secretion, 2-3 h; activation, % at 16.6 µM; 370,000 compounds, 0.61% hits; AID 743287, 2014;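 active means lowest replicate activation of at least 40%, so every replicate reaches that level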;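 further: 0% = median of neutral control wells and 100% = median of IBMX positive control wells; some compounds called inactive have numbers as strong as hits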
C2C12 statin: suppressors of statin myotoxicity in C2C12 myotubes, primary screen, cell-based, single point, plate reader | 330,000 compounds, 0.78% hits | rescue of ATP level, % at 7.49 µM | C2C12 myotubes + simvastatin, ATP luminescence, 48 h; scaled: DMSO 0, geranylgeraniol control 100 | AID 602340, 2012;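 active means mean ATP rescue above about 67%, or every replicate alone reaching that limit, limit read from the data, passing the limit was not always enough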;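 further: myotubes were challenged with 10 µM simvastatin during compound exposure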
PAX8 inh HTS: inhibitors of PAX8-driven TPO luciferase reporter, primary screen, RMG-I cells, single concentration; inhibition, % at 12.6 µM; 360,000 compounds, 1.2% hits; SteadyGlo, 24 h; AID 652154, 2013;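 active means mean replicate inhibition at least 60% with every replicate also reaching 60%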;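 further: luciferase light reporting Pax8 driven TPO promoter activity; plate controls were median of neutral control wells for no effect and mitoxantrone controls for full effect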
PglD DTNB: C. jejuni PglD acetyltransferase inhibitors, primary screen, biochemical, DTNB colorimetric, single point. UDP-N-acetylbacillosamine N-acetyltransferase PglD (Campylobacter jejuni). purified PglD enzyme, DTNB colorimetric CoA detection. inhibition, % at 12.5 µM. 360,000 compounds, 0.098% hits. AID 602405, 2012; in the data active means inhibition above about 16%, passing the limit was not always enough; further: strong numbers were not always called active
Cneo AK release: Cryptococcus neoformans cell lysis inducers, primary screen, AK release luminescence, single concentration | C. neoformans lysis, adenylate kinase release luminescence, 4 h; normalised: neutral wells 0, clomiphene wells 100 | lysis activity, % at 15 µM | 360,000 compounds, 0.2% hits | AID 651654, 2012;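 active means mean lysis activity across replicates of at least 80%, whatever share of replicates individually reach that level; inactive means mean lysis activity below 80%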
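Material: C. neoformans cells | Amount: Yeast cell density of 5 × 10^6 cells/mL | Medium: Fresh YPD growth medium | Dosing: Single dose | Times: Static 4 h at 37 °C with compound, 1 h detection | Detection: AK luminescence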
ARNT-TACC3 inh: disruptors of ARNT/TACC3 protein interaction, primary screen, biochemical, AlphaScreen, single concentration. AlphaScreen His-ARNT PAS-B/GST-TACC3 binding, luminescence; TACC3 fragment carries E629A point mutation. inhibition, % at 9.99 µM. 390,000 compounds, 0.66% hits;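 active means mean inhibition of replicates at least 50% and at least half of replicates each reaching 50%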;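 further: 0% = complete ARNT plus TACC3 wells and 100% = ARNT alone without TACC3; many hits fall short of the cut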
An asterisk follows results filed as active; · = not tested or not shown; & = joins results of further samples.

SMILES	PGC1a acetyl inh	LGR2 inh	GSIS activator	C2C12 statin	PAX8 inh HTS	PglD DTNB	Cneo AK release	ARNT-TACC3 inh
CC(C)c1cccc(NC(=O)C[C@H]2CC[C@H]3[C@@H](COc4ccc(NC(=O)c5ccc(C#N)cc5)cc4C(=O)N3C)O2)c1	·	10	-3	40	9	·	·	·
Cc1cccc(C)c1NC(=S)NCCSc1ccc(Cl)cc1	-9	·	·	10	5	2	54	-2
C[C@H](O)[C@@H]1C(=O)N2CCc3c([nH]c4ccccc34)[C@@H]2C[C@@H]1N(C)C(=O)NC1CCCCC1	4	-6	-1	4	-10	·	·	·
Cc1nnc(NC(=O)CN2CC(C)OC(C)C2)s1 (stereo unspecified)	-10	4	6	0	-3	4	0	-2
O=C(OCC1CC(c2ccccc2)=NO1)c1ccco1 (stereo unspecified)	0	-51	12	0	-16	·	·	-9
CO[C@H]1CN(C)C(=O)c2cc(NS(=O)(=O)Cc3ccccc3)ccc2OC[C@H](C)NC[C@@H]1C	3	5	13	11	2	2	1	-1
CC(OC(=O)C1CCCC1)C(=O)Nc1ccc(C(N)=O)cc1 (stereo unspecified)	-67	11	-4	-4	-8	0	-2	-2
COc1cccc(OC)c1C(=O)Nc1cc2c(cc1N1CCOCC1)n(C)c(=O)n2C	-1	-19	369	8	-19	-4	-2	-3
Cc1cc(/C=C2/SC(=S)N(c3ccc([N+](=O)[O-])cc3)C2=O)c(C)n1-c1cccnc1	·	1	-15	·	47	·	·	2
O=C(NNC1CC(c2ccccc2)=NN1C(=O)c1ccccc1)c1ccccc1 (stereo unspecified)	-3	-7	-15	-4	16	7	-9	1
COc1cccc(C2Nc3ccccc3NC3=C2C(=O)CC(C)(C)C3)c1OC (stereo unspecified)	1	8	-10	5	23	2	1	-5
O=C(O)CC1(CC(=O)N2CCOCC2)CCCC1	·	8	9	-3	0	-1	1	-2
C#CCOCCOCCOCCNc1nc(N2CCN(C(=O)[C@H]([C@@H](C)CC)n3cc([C@@H](N)CC(C)C)nn3)CC2)nc(N2CCN(C(=O)[C@H]([C@@H](C)CC)n3cc([C@@H](N)CC(C)C)nn3)CC2)n1	-2	-11	·	-12	1	-1	7	5
CCOc1ccc(N(CC(=O)NCC2CCCO2)S(=O)(=O)c2ccc(SC)cc2)cc1 (stereo unspecified)	-19	-9	-45	-15	·	0	-1	-6
O=C(C[C@@H]1C[C@@H]2c3cc(NC(=O)c4ccc5c(c4)OCO5)ccc3O[C@@H]2[C@H](CO)O1)NCc1ccc(Cl)cc1	1	5	4	7	11	-4	-4	-15
Cc1ccc(-c2noc(CCC(=O)NC3CCCc4ccccc43)n2)cc1 (stereo unspecified)	3	1	-33	16	·	-5	-1	-2
Cc1ccc(-c2cc3nc(-c4ccccc4)cc(N4CCC5(CC4)OCCO5)n3n2)cc1	3	·	·	14	·	1	0	-14
CCC(=O)N1[C@@H](CO)[C@@H](c2ccccc2)[C@@H]1CNC(=O)CN1CCOCC1	0	-1	-6	9	-11	0	3	-7
O=C(NC1CC1)C1=C[C@H](C2CC2)C[C@H](OCCCCO)O1	-2&8	1	0	2	3&12	2	-3&13	-7
O=C1c2ccccc2C(=O)N1C/C=C/c1ccccc1	6	·	·	·	1	1	-1	3
Cc1ccc(NC(=O)CN2CC(C)SC2=NC2CCCCC2)cc1 (stereo unspecified)	-3&-19	5	-13	6	24	-3	5	24&-1
COc1cccc(N2CCN(C(=O)CCNS(=O)(=O)c3ccc4c(c3)c(=O)n(C)c(=O)n4C)CC2)c1	·	-29	-4	·	9	·	·	8
COCCNC(=O)c1cc(-c2ccc(OC)c(OC)c2)on1	-15	·	15	31	·	3	-1	-3
CCOc1cc2c3c(c1)C1(Nc4ccccc4S1)C(=O)N3C(C)(C)CC2C (stereo unspecified)	3	·	·	15	·	-2	36	9
CC1(CCC(=O)N2CCCC(N3CCN(c4ccc(F)cc4)CC3)C2)CC1 (stereo unspecified)	0	10	4	-2	17	5	14	5
C[C@H](CO)N1C[C@H](C)[C@@H](CN(C)Cc2ccc3c(c2)OCO3)Oc2ccc(NS(=O)(=O)c3ccccc3)cc2CC1=O	3	-8	-15	47	28	-6	1	4
Cc1ccccc1C(=O)N1CCN(c2ccc(NC(=O)c3ccc([N+](=O)[O-])o3)cc2)CC1	·	1	-5	167*	9	1	1	·
CCC(=O)Nc1ccc(Cl)c(NC(=O)c2ccc([N+](=O)[O-])cc2)c1	-6	4	-3	7	1	-3	-1	3
Brc1ccc(N=C/C=C/C=C/Nc2ccc(Br)cc2)cc1	13	·	·	9	·	-2	0	-1
C[C@@H]1CN([C@H](C)CO)C(=O)Cc2cc(NC(=O)Cc3cn(C)c4ccccc34)ccc2O[C@H]1CN(C)C(=O)Nc1cccc2ccccc12	1	12	3	13	·	-4	-1	4
Cn1nc(C(=O)NC2CCCN(Cc3ccccc3F)C2)c2ccccc2c1=O (stereo unspecified)	·	-8	10	0	-10	-8	6	-5
Cc1noc(C)c1NC(=O)N(C)C[C@@H]1OCc2cnnn2CCCC(=O)N([C@H](C)CO)C[C@@H]1C	-6	-1	7&5	1&13	11&-4	0&-1	-3&-5	-5
Cc1ccc(-n2c3c(c(=O)[nH]c2=O)C(C(F)(F)F)(C(F)(F)F)NC(=O)N3)cc1	0	-18	-6	-4	·	6	2	-7
CCc1ccccc1NC1Nc2cc(C)nn2S1 (stereo unspecified)	-3	-3	7	·	-9	·	·	2
CCNC(=O)C[C@@H]1CC[C@@H]2[C@H](COC[C@@H](O)CN2Cc2ccncc2)O1	8	-5	2	-10	-15	-3	1	-4
COc1ccc(NC(=O)N(C)C[C@H]2Oc3ccc(NC(=O)Nc4ccc(C(F)(F)F)cc4)cc3C(=O)N([C@@H](C)CO)C[C@H]2C)cc1	-11	-20	-1	-7	12	4	0	-2
COC(=O)c1nnn(-c2nonc2N)c1COc1ccc(C=O)cc1OC	3	0	15	7	5	-2	-3	-3
Cn1c(NC(=O)/C=C/c2c(F)cccc2Cl)cc(=O)n(C)c1=O	-6	6	3	·	6	·	·	·
O=C(NCC1(c2ccccc2)CCOCC1)c1cccs1	7	-4	-1	·	2	·	·	0
C/C=C/c1ccc2c(c1)O[C@@H](CN(C)C(=O)Nc1ccc(OC)cc1)[C@H](C)CN([C@H](C)CO)S2(=O)=O	-10	-3	-10	7	·	2	2	-1
CC(=O)Nc1cccc(NC(=O)c2ccccc2Cl)c1	-9	-30	1	-3	11	2&-1	-2	-4
O=C(CSc1ccccc1)NNC(=O)c1ccncc1	4	-6	1	-4	8	1	·	15
COc1ccc(CCC(C)Nc2ccc(F)c(F)c2)cc1 (stereo unspecified)	·	-2	-14	·	-10	·	·	-3
CCOC(=O)N1CCN(C2OC(=O)c3ccccc32)CC1 (stereo unspecified)	8	·	·	10	8	-2	-1	23
COc1ccc(OC)c(S(=O)(=O)N2CCC(c3nc4ccccc4[nH]3)CC2)c1	-22	6	-17	-6	19	1	0	5

Some entries already given, limited to PglD DTNB, PGC1a acetyl inh and ARNT-TACC3 inh:
| structure | PglD DTNB | PGC1a acetyl inh | ARNT-TACC3 inh |
| --- | --- | --- | --- |
| Cc1noc(C)c1NC(=O)N(C)C[C@@H]1OCc2cnnn2CCCC(=O)N([C@H](C)CO)C[C@@H]1C | 0&-1 | -6 | -5 |
| Cc1ccc(-n2c3c(c(=O)[nH]c2=O)C(C(F)(F)F)(C(F)(F)F)NC(=O)N3)cc1 | 6 | 0 | -7 |

Three entries already listed, sorted by their value in PGC1a acetyl inh, descending:
SMILES,PGC1a acetyl inh
CO[C@H]1CN(C)C(=O)c2cc(NS(=O)(=O)Cc3ccccc3)ccc2OC[C@H](C)NC[C@@H]1C,3
C/C=C/c1ccc2c(c1)O[C@@H](CN(C)C(=O)Nc1ccc(OC)cc1)[C@H](C)CN([C@H](C)CO)S2(=O)=O,-10
COc1ccc(NC(=O)N(C)C[C@H]2Oc3ccc(NC(=O)Nc4ccc(C(F)(F)F)cc4)cc3C(=O)N([C@@H](C)CO)C[C@H]2C)cc1,-11

Further compounds follow:
SMILES	PGC1a acetyl inh	LGR2 inh	GSIS activator	C2C12 statin	PAX8 inh HTS	PglD DTNB	Cneo AK release	ARNT-TACC3 inh
Cc1ccc(SCc2nnc(N)s2)cc1	1	·	·	8	·	-3	-2	-2
S=C(Nc1ccc2cn[nH]c2c1)Nc1ccc(Cl)cc1Cl	·	·	14	·	-30	0	0	-4
CCOc1ccc(NC(=O)COC(=O)C2CC2C)cc1 (stereo unspecified)	13	-63	7	·	-66	·	·	-2
C[C@H](CO)N1C[C@H](C)[C@H](CN(C)C(=O)Nc2cccc3ccccc23)Oc2ccc(NC(=O)C3CC3)cc2C1=O	7	-4	4	4	·	-6	2	-6
COc1ccc(-c2ccc([C@H]3[C@H](C#N)N(C(=O)C4CCC4)[C@H]3CO)cc2)cc1	1	-5	3	5	15	3	-10	-11
C[C@@H]1CN([C@H](C)CO)C(=O)c2cc(NC(=O)CCC(F)(F)F)ccc2O[C@@H](C)CCCCO[C@H]1CN(C)S(C)(=O)=O	7	-3	8	-22	-13	1	-4	-5
COCCNC(=O)C1CC(c2ccc([N+](=O)[O-])cc2)=NO1 (stereo unspecified)	6	-23	-7	8	-5	1	0	·
O=S(=O)(NCC1CCCO1)c1ccc(S(=O)(=O)N(Cc2ccc(F)cc2)C2CCCCC2)cc1 (stereo unspecified)	·	10	-29	-69	·	0	-2	-5
O=C(NCc1ccc(OC(F)(F)F)cc1)C1CC2Cn3c(nc4ccccc43)C2N1Cc1ccccc1 (stereo unspecified)	1	7	-11	10	-1	-3	1	-5
CCn1cc(C2CC(=O)NC2=O)c2ccccc21 (stereo unspecified)	5	-3	13	5	0	-2	-1	-2
c1c2c(cc3sc(N4CCOCC4)nc13)OCO2	1	·	·	-18	·	-2	0	2

Compound profiles, as listed above:
Record of O=C(OCC1CC(c2ccccc2)=NO1)c1ccco1 (stereo unspecified) → PGC1a acetyl inh = 0; LGR2 inh = -51; GSIS activator = 12; C2C12 statin = 0; PAX8 inh HTS = -16; PglD DTNB = ·; Cneo AK release = ·; ARNT-TACC3 inh = -9
Record of COCCNC(=O)c1cc(-c2ccc(OC)c(OC)c2)on1 → PGC1a acetyl inh = -15; LGR2 inh = ·; GSIS activator = 15; C2C12 statin = 31; PAX8 inh HTS = ·; PglD DTNB = 3; Cneo AK release = -1; ARNT-TACC3 inh = -3
Record of COc1ccc(OC)c(S(=O)(=O)N2CCC(c3nc4ccccc4[nH]3)CC2)c1 → PGC1a acetyl inh = -22; LGR2 inh = 6; GSIS activator = -17; C2C12 statin = -6; PAX8 inh HTS = 19; PglD DTNB = 1; Cneo AK release = 0; ARNT-TACC3 inh = 5
